# Source: PubChem (National Center for Advancing Translational Sciences (NCATS))
# PLK1 PBD inh: inhibitors of human PLK1 polo-box domain binding | Potency, µM, for inactives: max response, negative = inhibition, usual class: inhibitors | P53350 | hit rate 2.8% among 360,000 | Plk1 PBD binding of FITC phosphopeptide, fluorescence polarization; note: potency is the fitted concentration of half-maximal effect; series mostly up to about 57 µM; % is set by controls: 0 for no effect and ±100 for the full control effect; nearly all actives have a fitted effect of over 65% in size
# PI5P4Ka inh: inhibitors of human PI5P4K alpha; P48426; PI5P4Kalpha enzyme, ADP-Glo luminescence, 60 min; stronger effect = lower value; max response, %; hit rate 1.2% among 330,000; active = max response of -50% or lower; inconclusive = between -30% and -50%; inactive = -30% or higher; note: value at the top dose of about 77 µM; % is set by controls: 0 for no effect and ±100 for the full control effect
#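 Quantitative HTS of the MLSMR library against PI5P4Kalpha with substrate. ATP added last at 5 microM final; room temperature, 60 minutes. Remaining ATP depleted, ADP converted and read as luminescence.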
# FUS yeast rescue: rescues growth of FUS-expressing yeast. AID 1347120. hit rate 0.24% among 390,000. Potency, µM (top dose mostly 76.6 µM), for inactives: at the highest dose growth rescue (activation), most hits filed as activators. S. cerevisiae FUS-expressing, growth rescue, OD600, 24 h;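 note: potency is the fitted concentration of half-maximal effect; plate controls were DMSO vehicle for no effect and reference control for full effect; nearly all actives have a fitted effect of over 55% in size; some results filed as inactive show a strong effect at the top dose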
#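 Toxicity suppression screen in FUS-yeast. Cells induced with 2% galactose, starting OD 0.005, treated 24hr at 30C with compounds at multiple final concentrations; growth by OD600.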
# Abeta rescue: compounds reversing amyloid beta toxicity in yeast | yeast expressing A-beta42, growth rescue, OD600, 48 h; response scale: 0% DMSO, 100% iron-clioquinol control | Potency, µM (doses to about 46.1 µM), for inactives: top-dose growth rescue, hits mostly activators | hit rate 0.063% among 410,000 | AID 1347071; note: potency is the fitted concentration of half-maximal effect; nearly all actives have a fitted effect of over 55% in size
#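 Yeast A-beta toxicity model in growth medium with pinned compounds, 48 h at 30 C; growth read as absorbance at 600 nm. Normalized to FeCl3/clioquinol equimolar mix (positive) and DMSO (negative).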
# EPAC1 antagonist: EPAC1 (human) antagonism | O95398 | EPAC1 GEF assay, Rap1b-BODIPY-GDP exchange fluorescence | hit rate 0.14% among 360,000 | Potency, µM (series often up to 115 µM), for inactives: at the highest dose activity change, negative = inhibition, most hits filed as inhibitors;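 note: potency is the fitted concentration of half-maximal effect; plate controls were vehicle for no effect and positive control for full effect; nearly all actives have a fitted effect of over 50% in size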
# Target sequence (O95398 whole entry, looked up): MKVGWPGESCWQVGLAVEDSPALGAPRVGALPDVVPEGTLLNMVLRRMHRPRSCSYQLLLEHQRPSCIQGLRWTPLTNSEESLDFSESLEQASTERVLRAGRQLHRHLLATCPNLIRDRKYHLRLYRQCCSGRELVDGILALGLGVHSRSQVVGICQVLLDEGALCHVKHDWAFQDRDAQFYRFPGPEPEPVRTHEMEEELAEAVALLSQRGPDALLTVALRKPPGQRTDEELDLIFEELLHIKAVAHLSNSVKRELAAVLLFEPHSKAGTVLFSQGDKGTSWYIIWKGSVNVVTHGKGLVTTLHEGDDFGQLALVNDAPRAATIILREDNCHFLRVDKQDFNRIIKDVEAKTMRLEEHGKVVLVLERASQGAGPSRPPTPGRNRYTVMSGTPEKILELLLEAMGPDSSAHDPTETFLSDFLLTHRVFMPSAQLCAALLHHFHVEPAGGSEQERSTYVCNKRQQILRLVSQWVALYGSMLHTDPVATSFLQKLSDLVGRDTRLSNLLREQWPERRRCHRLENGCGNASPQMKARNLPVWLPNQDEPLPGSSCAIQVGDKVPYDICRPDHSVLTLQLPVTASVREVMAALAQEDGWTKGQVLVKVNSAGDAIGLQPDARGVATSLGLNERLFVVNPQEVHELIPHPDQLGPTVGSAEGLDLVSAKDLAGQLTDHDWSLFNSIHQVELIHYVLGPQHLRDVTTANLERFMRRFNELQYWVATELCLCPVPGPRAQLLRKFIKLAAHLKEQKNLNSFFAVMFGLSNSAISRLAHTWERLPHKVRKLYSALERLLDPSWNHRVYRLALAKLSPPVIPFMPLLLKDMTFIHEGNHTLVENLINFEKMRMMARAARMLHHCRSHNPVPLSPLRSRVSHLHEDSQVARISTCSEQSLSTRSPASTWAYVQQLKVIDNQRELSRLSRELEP
# aSyn rescue: rescues yeast growth from alpha-synuclein toxicity; Yeast expressing alpha-synuclein, growth rescue, BacTiter-Glo, 24 h; Potency, µM (highest dose often 46.1 µM), for inactives: at the top dose growth rescue (activation), actives largely listed as activators; hit rate 0.14% among 370,000; note: potency is the fitted concentration of half-maximal effect; % of control where 0% means no effect; nearly all actives have a fitted effect of over 65% in size
#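 Screening used galactose-induced yeast with toxic alpha-synuclein levels, exposed to compound for 24 hr at 30 deg C. Cell growth, read with BacTiter-Glo luminescence, gave the measured signal.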
# IL2 activator: activates IL-2 in a cell-based reporter assay. activation, % (series mostly up to about 46 µM). IL-2 activation reporter assay, cell-based qHTS; stimulated with anti-CD3/CD4/CD28 beads; in transgenic mouse T cells. hit rate 0.065% among 360,000. AID 652025; in the data active = activation above about 50%; inconclusive = mostly about 30% to 49%; note: 0% is about no effect
#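 Readout is EGFP and DsRed signal by fluorescent plate cytometry after 18 h at 37 degrees C. Transgenic mouse T cells (750/well) received compound for 60 min before bead stimulation (anti-CD3, anti-CD4, anti-CD28); memory T cells served as non-tolerant control.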
# WRN inhibitor: inhibitors of human WRN helicase | Potency, µM (titrated, usually from 114 µM), without a hit: at the top dose activity change, negative = inhibition, usual class: inhibitors | WRN helicase unwinding, fluorescent forked duplex, kinetic | Q14191 | hit rate 0.46% among 360,000; note: potency is the fitted concentration of half-maximal effect; % is set by controls: 0 for no effect and ±100 for the full control effect; nearly all actives have a fitted effect of over 55% in size
#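 Kinetic fluorescence helicase assay: unwinding of a quenched forked DNA duplex (100 nM final) with 2 mM ATP final raises red fluorescence (525/598 nm). Compounds sat 15 min at room temperature with 20 nM WRN beforehand.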
# EPAC1 agonist: activates human EPAC1 exchange factor; Potency, µM (doses to about 154 µM), inactives show top-dose activation, usual class: activators; hit rate 0.073% among 360,000; O95398; EPAC1 agonist qHTS, biochemical assay; response scale: 100% = response to 6.5 mM cAMP; note: potency is the fitted concentration of half-maximal effect; nearly all actives have a fitted effect of over 60% in size
#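 Compounds were pinned as a concentration titration into mixtures of EPAC1 (100 nM), BODIPY-GDP-loaded Rap1B (250 nM) and GDP (50 uM). After 5 min at room temperature, fluorescence was followed for 30 min; activity was scaled to 6.5 mM cAMP.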
# The depositor's hits bear a star; ? = inconclusive; · = not tested or not shown; & = joins results of further samples; [ ] = dose if it differs, or a comment. Unless noted, calls come from the whole dose curve; as a rule, active = well fitted curve in the direction sought with a large enough effect; inconclusive = small, poorly fitted or top-dose-only effect, or another doubt; inactive = no such curve, though single readings can be large; an effect the other way counts as inactive or inconclusive.
SMILES,PLK1 PBD inh,PI5P4Ka inh,FUS yeast rescue,Abeta rescue,EPAC1 antagonist,aSyn rescue,IL2 activator,WRN inhibitor,EPAC1 agonist
Cc1ccc(-c2nn(CC(=O)NCc3ccco3)c(=O)c3ccccc23)cc1,-2%,-9,-25%,15%,10%,6%,-0.2,1%,-11%
COc1ccccc1N1CCN(S(=O)(=O)c2cc(Br)cnc2N)CC1,-14%,-1,1%,11%,-6%,13%,-2.1,-7%,7%
COc1ccc(S(=O)(=O)Nc2noc3ccccc23)cc1OC,-11%,0,-3%,-20%,16%,-5%,-0.7,-10%[57.1 µM],-9%
O=C(NCc1ccccn1)c1ccc(Cn2cc(C(F)(F)F)ccc2=O)cc1,2%,2,8%,6%,4%,5%,1.1,10%,-1%
Cc1ccc(C(=O)C=Cc2ccc3c(c2)OCO3)c(C)c1,-3%,15,0%,0%,-5%,8%,-2.5,-5%,10%
CSc1ccccc1OCc1cc(C(=O)NCCn2ccnc2C)no1,5%,2,·,5%,-12%,1%,-1.7,-22%,2%
O=C(O)CN1C(=O)/C(=C\c2ccccc2OCc2ccc(Cl)cc2Cl)SC1=S,27µM*,-25,12%,-2%,?,-40%[inhibitor],-2.0,?,5%
COc1ccc(-n2cnnc2)cc1,-3%,6,11%,-3%,5%,-9%,-0.7,-10%,-1%
O=C(O)c1ccc2c(c1)C(=O)N(c1ccc(/C=C/C(=O)c3ccccc3)cc1)C2=O,?,?,9%,-18%,?,20%,-2.1,-26%,9%
CCCC(=O)N1CCc2cc(OC)c(OC)cc2C1COc1ccccc1OC (stereo not drawn),-2%,3,0%&19%,-8%&-1%,11%,·,-2.8,2%,-4%
CC(C(=O)OCC(=O)c1ccc([N+](=O)[O-])cc1)N1C(=O)C2C3C=CC(C3)C2C1=O (stereo not drawn),-24%,5,-3%,0%,-22%,0%,-2.7,1%,7%
CC1CCCCC1NS(=O)(=O)c1ccc(-n2cnnn2)cc1 (stereo not drawn),?,0,13%,-1%,15%,5%,-0.2,1%,2%
O=[N+]([O-])c1cccc(/C=N/n2c(-c3cccnc3)n[nH]c2=S)c1,-21%,-25,8%,3%,1%,-5%,1.5,?,-26%
O=C(CN1CCN(S(=O)(=O)c2ccccc2)CC1)NC(=O)NCc1ccccc1,3%,7,-29%,9%,0%,3%,0.2,3%,10%
CC(NC(=O)CN1C(=O)NC2(CCc3ccccc32)C1=O)c1ccc2c(c1)OCCO2 (stereo not drawn),-7%,-1,5%,9%,2%,-1%[1.84 µM],0.8,2%,-9%
CCOc1ccc(Cl)cc1S(=O)(=O)n1cnc2ccccc21,0%,1,11%,9%,0%,4%,-2.0,1%,14%
CN(C)c1nc(=Nc2cccc(Cl)c2)ss1,6.7µM*,?,-30%,-58%[inhibitor],-8%,-4%,-0.7,7%,2%
O=C(Nc1ccc(Oc2ccc(C(=O)O)c(C(=O)O)c2)cc1)c1cccs1,-2%,5,12%,-8%,1%,-1%,1.8,2%,-4%
O=c1[nH]nc(N=Nc2c(O)[nH]c3ccc(F)cc23)c(=O)[nH]1,-28%,-26,-54%[inhibitor],-4%,4%,-2%,-1.8,-17%,-2%
N#Cc1c(-c2ccco2)c2c([nH]c1=S)CCCC2,12µM*,-78*,11%,19%,-12%,3%,0.7,?,-9%
NCCCC(=O)N1c2ccccc2Sc2ccccc21,-11%,2,-15%,3%,-5%,8%,-1.3,6%,-4%
COCCCn1nnnc1SCC(=O)N1CCN(C(=O)c2ccco2)CC1,-4%,-1,-29%,-9%,4%,-1%,0.1,-8%,-2%
O=S(=O)(NNc1ncc(C(F)(F)F)cc1Cl)c1ccc(F)cc1F,?,2,-6%,-7%,-22%,-8%,-0.8,1%,-11%
Cc1ccc(S(=O)(=O)Nc2nc(C)c(C)s2)cc1,-24%,-3,-10%,1%,12%,3%,-1.6,8%,11%
CCCCNC(=O)NNC(=O)COc1cc(C)cc(C)c1,-1%,3,16%,-4%,-1%,0%,-0.2,0%,6%
Oc1ccccc1/C=N/n1c(-c2cccs2)n[nH]c1=S,?,-7,10%,11%,-6%,-3%,-0.1,-17%,-1%
CCOc1ccc(C(=O)N2CCc3cc(OC)c(OC)cc3C2)cc1OCC,-1%,-2,12%,17%,7%,-6%,2.1,0%,-1%
COc1cccc(NC(=O)c2ccc(S(=O)(=O)N3CCCCC3)cc2)c1,-7%,2,18%,5%,-10%,1%,-2.3,-12%,4%
Cc1ccc(NC(=O)C2CCN(S(=O)(=O)c3ccc4c(c3)oc(=O)n4C)CC2)cc1,-2%,6,30%,-3%,13%,0%,2.7,1%,-6%
CC(C)CCN(C(=O)CNC(=O)c1ccco1)C(C(=O)NC1CCCCC1)c1cccnc1 (stereo not drawn),-6%,-2,19%,1%,2%,1%,1.3,-4%,-3%
CC(C)N(Cc1nc(-c2ccc(Cl)cc2)no1)C(=O)CN(C)S(=O)(=O)c1ccc(Cl)cc1,-2%,·,18%,10%,-14%,26%,-2.7,-7%,12%
COc1ccc(CC(=O)N2CCN=C2SCc2cccc([N+](=O)[O-])c2)cc1,-11%,4,2%,-6%,-19%,-12%,0.9,-9%,-2%
CC(C)(C)C(=O)Nc1ccc(C(=O)Nc2cc(NC(=O)c3ccc(NC(=O)C(C)(C)C)cc3)cc(C(=O)O)c2)cc1,-1%,2,?,-5%,-27%,-2%,0.1,-2%,1%
CC(C)(C)C(=O)c1c(N)[nH]c(C(=O)c2ccccc2)c1-c1ccc(Cl)cc1,-2%,-4,5%,0%,2%,2%,-0.1,-6%,-9%
CC(C)(C)[C@@H]1C=C(C(=O)Nc2ccccc2)O[C@H](OCc2ccc(CO)cc2)C1,-5%,10,?,-5%,?,?,-0.7,-7%,7%
CCN(CC)S(=O)(=O)c1ccc2oc(Nc3ccc(OC)cc3OC)nc2c1,-8%,-9,18%,1%,-11%,-6%,-2.0,-7%,9%
Cc1ccc(-n2nc(CC#N)c(C#N)c2N)cc1Cl,2%,2,8%,11%,-17%,5%,-0.6,-22%[57.1 µM],-6%
COc1ccc(NC(=O)CCN2CCN(S(=O)(=O)c3cc(Cl)ccc3OC)CC2)cc1,-9%,-2,6%,12%,-4%,-1%,-0.6,-9%,0%
CCCCOc1ccc(C(=O)N/C(=C/C=C/c2ccccc2)C(=O)NCCO)cc1,-3%,18,?,3%,-20%,5%,-2.3,-10%,-1%
CCC1(C(=O)OC)NC(c2ccco2)C2C(=O)N(c3ccccc3)C(=O)C21 (stereo not drawn),-10%,-3,8%,9%,-6%,4%,-1.7,-22%,4%
O=C(NCc1cc(C(F)(F)F)cc(C(F)(F)F)c1)c1cc(-c2cc(F)ccc2OCC2CCCO2)n[nH]1 (stereo not drawn),11%,13,10%,0%,-15%,1%,0.5,-2%,-7%
O=C1C2C3C=CC(c4ccccc4)(C2C(=O)N1c1cccc(Cl)c1)C1C(=O)N(c2cccc(Cl)c2)C(=O)C31 (stereo not drawn),-13%,2,·,-7%,?,-4%,1.0,-17%,8%
O=C(Nc1nc(-c2cccnc2)cs1)c1ccc([N+](=O)[O-])cc1,-16%,-22,37%,-1%,10%,-1%,-3.5,-2%,8%
Cc1ccc(S(=O)(=O)N2CCN(Cc3nc4sc(C)c(C)c4c(=O)[nH]3)CC2)cc1,2%,·,-15%,13%,4%,3%,2.5,-3%,1%
Cc1noc(C)c1COc1ccccc1C(=O)NCCc1ccc(S(N)(=O)=O)cc1,3%,0,·,11%,5%,4%,-0.3,-8%,2%
CC1CCc2nc3ccc(S(=O)(=O)N4CCC(C(=O)N5CCCCCC5)CC4)cc3c(C(=O)O)c2C1 (stereo not drawn),6%,0,-25%,4%,16%,2%,0.1,-5%,6%
CCOC(=O)c1c(CSc2cccs2)n(C)c2cc(Br)c(O)c(CN(C)C)c12,-18%,2,37%,-5%,?,-3%,-2.8,-10%,4%
CCCCOc1ccc(Cc2cnc(N)nc2N)cc1,5%,-3,13%,-10%,-2%,4%,-1.4,0%,-3%
CC(C)Cc1cc(C(=O)NCc2ccco2)no1,-4%,-13,-15%,-1%,-14%,?,-2.7,-10%,6%
Cc1nc(-c2ccc(NC(=O)c3ccco3)cc2)cs1,-15%,-4,-19%,-66%[inhibitor],-14%,-51%[inhibitor],2.6,-1%,-5%
Cc1c(Br)c([N+](=O)[O-])nn1CC(=O)Nc1ccc(Cc2ccncc2)cc1,-8%,1,31%,-4%,-9%,2%,-3.4,2%,3%
O=C(c1ccccc1)N1CCN(C(=O)c2ccccc2)C1c1ccccc1,-5%,-11,-10%,12%,16%,0%,-2.1,-17%[57.1 µM],-10%
Cc1[nH]c(=O)[nH]c(=O)c1S(=O)(=O)N1CCCC(C(=O)N2CCN(c3cccc(C(F)(F)F)c3)CC2)C1 (stereo not drawn),-9%,0,?,18%,-13%,0%,0.1,6%,4%
CC(C)CNC(=O)c1oc2ccccc2c1COc1ccccc1,-4%,5,23%,1%,-16%,0%,-3.7,0%,-2%
O=C1N=C(O)CN1/N=C/c1ccc(-c2ccc([N+](=O)[O-])cc2)o1,0%,-3,-19%,-4%,-3%,-14%&5%,0.0,-11%,-25%
O=C1/C(=C\c2ccco2)SC(=S)N1c1ccc(O)cc1,-9%,-11,12%,-17%,3%,-2%,1.8,-8%,4%
